# Screening results from PubChem.
# M1 antagonist = M1 muscarinic receptor (rat) antagonism; P08482; CHO-M1 cells, Fluo-4 calcium, ACh EC80 antagonist mode; hits give low values; B-score at 10 µM; hit rate 3.4% among 64,000; AID 628;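 active = calcium fluorescence response, raw or row-and-column corrected B-score, differing from the plate sample mean either way at a set confidence level, mostly lower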
# Target sequence (P08482 whole entry, looked up): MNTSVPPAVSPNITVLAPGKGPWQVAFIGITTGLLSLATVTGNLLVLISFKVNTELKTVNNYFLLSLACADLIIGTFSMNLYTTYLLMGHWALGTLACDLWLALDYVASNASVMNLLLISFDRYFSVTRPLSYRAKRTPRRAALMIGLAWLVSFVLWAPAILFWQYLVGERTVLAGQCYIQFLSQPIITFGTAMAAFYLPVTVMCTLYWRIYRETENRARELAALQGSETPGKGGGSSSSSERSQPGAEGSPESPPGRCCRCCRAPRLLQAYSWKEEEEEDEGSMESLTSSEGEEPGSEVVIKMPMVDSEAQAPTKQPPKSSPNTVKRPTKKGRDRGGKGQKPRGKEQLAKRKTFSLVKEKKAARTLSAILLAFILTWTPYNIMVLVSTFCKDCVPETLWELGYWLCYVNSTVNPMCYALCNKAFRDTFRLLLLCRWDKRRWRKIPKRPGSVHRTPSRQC
# Jurkat viability = cytotoxic compounds reducing Jurkat cell viability; inhibition, % at 4 µM; AID 463; hit rate 1.2% among 56,000; Jurkat E6.1 viability, ATP luminescence, 48 h;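 active = inhibition above the mean inhibition of all tested compounds plus 3 SD, cut at about 28% in these data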
# S1P1 ag-PAM = activates or potentiates agonism at human S1P1 receptor; activation, % at 9.5 µM; S1P1 CRE-bla cells, forskolin, beta-lactamase FRET, potentiator mode; S1P1 agonist co-added at EC20, 2 nM; 100% = saturating reference agonist, 0% = basal; AID 449; hit rate 0.57% among 56,000;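 active = activation above a cutoff set at the mean activation of all tested compounds plus 3 SD, cut at about 54% in these data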;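 also: forskolin at 4 µM as EC80 and the EC20 agonist is SEW2871; 100% = SEW2871 at its EC100 plus forskolin at EC80; some compounds past the cut are filed as inactive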
# HTR1A agonist = activates the human 5-HT1a serotonin receptor. AID 567. CHO 5-HT1a Ga15 NFAT-bla reporter, FRET ratio; 0% basal, 100% maximal reference agonist. hit rate 0.56% among 65,000. activation, % at 10 µM;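 active = activation above the screen-wide mean activation plus 3 SD, cut at about 19% in these data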;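 also: 0% = DMSO wells and 100% = 5-CT at EC100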
# S1P3 agonist = agonists of human S1P3 receptor. activation, % at 4.5 µM. AID 373. hit rate 0.1% among 60,000. S1P3 NFAT-BLA reporter cells, agonism, FRET ratio; relative to 1 µM S1P, basal subtracted;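 active = activation above the screen-wide mean plus 3 SD, cut at about 4.5% in these data, passing the limit was not always enough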; also: some compounds called inactive have numbers as strong as hits
# Target sequence (Q99500 whole entry, looked up): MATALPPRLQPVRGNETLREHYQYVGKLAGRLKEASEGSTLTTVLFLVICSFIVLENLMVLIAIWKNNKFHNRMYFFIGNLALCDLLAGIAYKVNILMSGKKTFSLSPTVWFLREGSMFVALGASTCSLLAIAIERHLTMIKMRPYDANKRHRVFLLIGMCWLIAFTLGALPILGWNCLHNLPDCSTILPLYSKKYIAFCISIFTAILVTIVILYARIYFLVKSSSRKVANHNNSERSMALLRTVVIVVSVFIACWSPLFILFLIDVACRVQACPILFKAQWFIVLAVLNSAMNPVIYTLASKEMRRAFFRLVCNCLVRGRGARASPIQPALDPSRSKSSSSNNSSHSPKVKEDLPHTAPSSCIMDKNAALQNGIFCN
#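 material = human S1P3 NFAT-BLA reporter CHO cells | schedule = 4 h compound at 37 °C, 2 h substrate at RT | measured by = fluorescent BLA substrate, ex 405 nm, em 460/535 nm ratio | controls = 1 µM S1P reference | replication = primary once, confirmation triplicate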
# HTR1E antagonist = antagonists of human 5-HT1E serotonin receptor; P28566; CHO 5-HT1E Ga15 NFAT-bla reporter, FRET, antagonist; inhibition, % at 6 µM; hit rate 0.99% among 65,000; AID 571;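 active = inhibition above a set limit, the mean inhibition across every tested compound plus 3 SD, cut at about 29% in these data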;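 also: signal is the 460 over 535 nm emission ratio of beta-lactamase substrate; 0% = agonist plus DMSO wells and 100% = wells without agonist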
# 5HT1E ag = activates the human 5-HT1E serotonin receptor; P28566; CHO 5-HT1E Ga15 NFAT-bla reporter, FRET; 0% DMSO wells, 100% control agonist wells; activation, % at 6 µM; hit rate 0.69% among 65,000; AID 574;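 active = activation above a set limit, the screen-wide mean activation plus 3 SD, cut at about 8.5% in these data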;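 also: 100% = positive control agonist at 1 µM giving full maximal response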
# M1 ag = agonists of M1 muscarinic receptor | CHO-M1 cells, Fluo-4 calcium fluorescence, agonist mode; hits give high values | B-score at 10 µM | hit rate 3% among 64,000 | AID 626;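 active = fluorescence rise, raw or as B-score row- and column-corrected plate score, outside the 99.7% band of its plate's samples, either direction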
# 5-HT1A blocker = 5-HT1a (human) receptor antagonism; P08908; CHO 5-HT1a Ga15 NFAT-bla reporter, antagonist mode; inhibition, % at 10 µM; hit rate 0.68% among 62,000; AID 612;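 active = inhibition above the mean of all tested compounds plus 3 SD, cut at about 43% in these data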;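 also: receptor stimulated by 5-CT agonist at 100 nM near EC80; beta-lactamase reporter measured by ratiometric fluorescence of a cleavable substrate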
# An asterisk follows results filed as active; x = no result given. Compounds were not picked by outcome (roughly 8.9% active in at least one column).
smiles	HTR1E antagonist	M1 antagonist	S1P3 agonist	Jurkat viability	5HT1E ag	5-HT1A blocker	M1 ag	HTR1A agonist	S1P1 ag-PAM
Cc1ccccc1NS(=O)(=O)c1cc(S(C)(=O)=O)ccc1Cl	-1	0.03	-0.4	-2	-1.3	-9	0.0014	-1.3	-16
CCOC(=O)Cn1c(CN2CCOCC2)nc2c1c(=O)[nH]c(=O)n2C	-7	-0.11	-0.6	2	0.5	2	-0.79	-1.0	-14
Cc1ccc(C2CC(c3ccc(Cl)cc3)n3nc(N)nc3N2)cc1 (configuration not stated)	-11	-0.59	0.3	0	-0.3	3	0.11	-1.4	-24
COc1ccc(S(=O)(=O)N(C)CC(=O)Nc2ccc3c(c2)OCCO3)cc1OC	10	0.6	-1.4	-12	-0.8	12	-0.74	0.4	-6
COc1ccc(CCNS(=O)(=O)c2cccc(S(=O)(=O)N3CCCC3)c2)cc1OC	5	0.59	0.0	8	0.4	-9	0.4	0.4	0
Cc1ccc(N2C(=O)C3C4C=CC(C4)C3C2=O)cc1 (configuration not stated)	2	0.53	-0.9	2	-0.4	-5	0.6	-1.9	-14
CN(C)c1nc2c(c(=O)[nH]c(=O)n2C)n1Cc1ccccc1Br	-4	-2.9*	-1.0	1	-0.8	6	0.18	-0.9	0
O=P(O)(CN1CCCCCC1)CN1CCCCCC1	-3	0.36	-0.3	-4	-0.7	2	0.27	-2.0	-6
COc1cccc(NC(=O)c2oc3ccccc3c2NC(C)=O)c1	-12	0.24	0.0	-7	0.4	9	0.4	-4.8	-42
O=C(CCCc1c[nH]c2ccccc12)N1CCN(c2ccc(N3CCOCC3)nn2)CC1	0	0.62	-0.2	7	0.5	7	-1.8	-0.4	-4
CCc1ccc2[nH]c(=O)c(CN(CCO)C(=O)NCc3ccccc3)cc2c1	-4	0.65	-1.8	2	0.2	-8	-0.0098	-0.2	1
O=C(CSc1nccn1-c1cccc(Cl)c1)Nc1ccc2c(c1)OCCO2	2	-0.63	-0.3	2	1.0	0	0.86	0.2	-25
CC1CCCN(CC(=O)Nc2ccc(S(=O)(=O)NC3CCCCC3)cc2)C1 (configuration not stated)	2	-0.19	-0.7	-2	0.7	9	-0.73	1.9	3
CCOC(=O)/C(C#N)=C1/CCCCCN1C	3	-0.13	-1.8	6	0.1	7	0.45	-2.5	-11
Cc1ccc(-c2[nH]nc3c2C(c2cccnc2)C(C#N)=C(N)O3)cc1 (configuration not stated)	4	0.097	1.0	-2	-0.5	-3	-0.24	-0.3	-41
CCOC(=O)c1cccc(NC(=O)CSc2nnc(-c3cccnc3)n2C)c1	-3	0.2	-0.8	-4	0.8	4	0.58	-0.9	2
CCOC(=O)CSc1nc2sc3c(c2c(=O)[nH]1)CCCC3	-9	0.024	-1.7	5	1.4	-4	-0.55	-2.0	-25
O=C(OCc1c(Cl)cccc1Cl)c1ccccn1	-5	-0.045	x	x	-1.6	-5	-0.02	-3.6	x
CCOc1ccc(-n2c(SCC(N)=O)nc3c(c2=O)SCC3)cc1	-9	0.68	x	x	-0.3	-5	0.19	-0.5	x
O=S(=O)(c1cccs1)n1cnc2ccccc21	6	0.13	-0.8	3	-0.3	14	0.8	-2.4	-24
CCCSc1nc2c(c(=O)[nH]c(=O)n2C)n1CCc1ccccc1	14	-0.081	0.2	-2	1.9	-25	-0.52	6.6	-13
Cc1ccc(C(c2sc3ncnn3c2O)N2CC(C)CC(C)C2)cc1 (configuration not stated)	5	-0.087	-0.3	1	-0.1	4	-0.65	-3.6	14
O=C(c1cccc(S(=O)(=O)N2CCOCC2)c1)N1CCCCCC1	6	1	-0.6	6	-0.4	0	2.1	-1.8	6
CCOC(=O)Cc1c(C)nc2c(-c3ccccc3)c[nH]n2c1=O	0	-0.53	x	x	-0.2	0	0.8	0.1	x
COc1cccc(C=Nc2cc(C)on2)c1O	-11	0.11	-0.1	2	-0.6	15	0.0042	-2.6	4

# As entered above.
# In M1 antagonist, `CCCSc1nc2c(c(=O)[nH]c(=O)n2C)n1CCc1ccccc1` reads -0.081
# In Jurkat viability, `CCOC(=O)c1cccc(NC(=O)CSc2nnc(-c3cccnc3)n2C)c1` reads -4

# (cont.)
smiles	HTR1E antagonist	M1 antagonist	S1P3 agonist	Jurkat viability	5HT1E ag	5-HT1A blocker	M1 ag	HTR1A agonist	S1P1 ag-PAM
O=C(c1cc(-c2ccco2)on1)N1CCOCC1	5	-0.5	-1.0	8	0.5	-3	0.8	-0.6	-29
CN(Cc1ccccc1)Cc1nc2c(c(=O)n(C)c(=O)n2C)n1Cc1ccc(F)cc1	-13	-2.6*	-1.8	6	-0.5	7	0.3	4.1	-10
COc1cccc(C(=O)Nc2ccc3nc(N4CCOCC4)cc(C)c3c2)c1	4	-1.3	-0.5	0	0.9	-1	0.16	-1.0	-28
O=C(CSc1nnc(-c2cccs2)o1)OCc1ccccc1	17	-0.46	-1.2	3	-0.2	9	0.15	-0.6	9
Cc1c(C(=O)NCc2cccs2)oc2ccc(S(=O)(=O)N3CCOCC3)cc12	7	-0.0072	x	x	-0.5	10	2.4	1.0	x
O=C(CCn1c(=S)[nH]c2ccccc2c1=O)NCC1CCCO1 (configuration not stated)	3	0.49	x	x	-0.2	-6	-0.53	0.5	x
Cc1ccc(C(C)C)c(OCc2ccc(-c3nnco3)cc2)c1	16	0.19	-1.6	4	-1.2	10	-0.32	-1.4	98*
COC(=O)c1cn(CCOc2ccccc2)c2ccccc12	2	1.3	-0.6	8	0.3	6	1.3	-1.4	-16
CC(C)COc1cccc(C(=O)Nc2ccc(S(=O)(=O)N3CCOCC3)cc2)c1	-2	0.023	-0.5	9	0.1	4	0.23	0.3	12
C=CCc1ccccc1OCC(O)CN1CCN(c2ccccc2OC)CC1 (configuration not stated)	-1	-0.62	x	x	1.3	91*	0.68	1.9	x
OCCNC1=NCCN1	-2	-0.098	0.9	x	0.1	x	-1	-0.9	-10
O=C(CN1CCN(c2ccc(Cl)cc2)CC1)Nc1ccc(F)cc1	-4	-0.52	-1.0	-2	0.0	6	0.2	-5.5	8
COC(=O)Nc1nnc(-c2ccccc2Cl)s1	1	-0.6	-0.8	2	-1.0	-6	-0.096	-2.7	-5
COC(=O)c1cc(NC(=O)C2COc3ccccc3O2)ccc1Cl (configuration not stated)	-1	-0.6	0.3	2	-0.7	-13	5.7*	0.0	8
Cc1cc(NC(=O)c2c(-c3ccccc3Cl)noc2C)no1	-17	1.4	-1.5	10	0.1	1	0.28	-6.0	4
CCN(CC)S(=O)(=O)c1ccc(S(=O)(=O)N2CCN(CCC#N)CC2)cc1	-5	0.56	-0.4	-4	1.3	-4	-0.17	-2.6	-14
CCCc1[nH]nc2c1C(c1ccc(OC(=O)N3CCOCC3)c(OC)c1)C(C#N)=C(N)O2 (configuration not stated)	0	-1.5	0.1	-4	0.6	-10	-0.96	-2.5	-37
O=S(=O)(c1ccc(F)c(Cl)c1)N1CCCC1	2	0.36	x	x	-0.2	-5	0.046	-3.5	x
c1cn2cc(CN3CCOCC3)nc2s1	-12	0.27	-0.6	12	0.3	-5	-0.17	-0.2	-4
CCOC(=O)C(NCc1ccccc1OC)(NC(C)=O)C(F)(F)F (configuration not stated)	-13	-0.0061	-0.9	5	-0.1	1	-0.18	1.0	-12
CCn1c(SCC(=O)N2CCCc3ccccc32)nnc1-c1ccco1	1	-0.13	-1.3	-5	0.8	2	0.31	-0.4	19
O=C(OCc1cc(=O)n2c(n1)sc1ccccc12)c1ccc2c(=O)n3c(nc2c1)CCC3	5	0.052	1.6	1	-0.2	-17	0.7	-0.4	-27
CC(=O)Oc1cc(OC(C)=O)c2c(C)cc(=O)oc2c1	-16	-0.38	-1.7	0	-0.1	-7	-0.34	0.4	11
Cc1cccc(C)c1OCc1nnc(SCC(=O)Nc2nccs2)n1-c1ccccc1	23	0.52	-1.5	2	1.3	18	-0.59	6.7	5
CCOc1cc(C)c(Cl)cc1S(=O)(=O)n1cnc2ccccc21	4	0.6	-1.0	3	3.8	2	-0.38	-1.0	-8

# Going on with the list:
smiles	HTR1E antagonist	M1 antagonist	S1P3 agonist	Jurkat viability	5HT1E ag	5-HT1A blocker	M1 ag	HTR1A agonist	S1P1 ag-PAM
CCCn1c(=NC(=O)c2ccncc2)c(C#N)cc2c(=O)n3cccc(C)c3nc21	-2	0.43	0.0	-4	2.1	-26	20*	5.3	-17
N#Cc1nc(-c2ccco2)oc1NCCN1CCOCC1	0	-0.0062	-0.7	-4	0.0	-3	0.47	-0.7	2
Cc1cccc(N(C)C(=O)COc2cc(=O)n(C)c3ccccc23)c1	3	-0.54	0.0	6	1.2	-13	0.35	-4.1	-25
Cn1nnc2cc(C(=O)NCc3ccco3)ccc21	3	0.0037	0.1	-1	-0.4	11	-0.23	-3.4	13
C#CCn1c(=NC(=O)CSCC(=O)N2CCOCC2)sc2ccccc21	-2	-0.16	x	x	0.5	-12	-0.22	-0.5	x
Cc1ccc(C)c(NS(=O)(=O)c2cc(C(N)=O)ccc2C)c1	6	-0.01	-0.3	-7	-1.3	0	1.2	-2.0	2
Cc1ccc(C)c(C(=O)c2c(C)nc3sccn23)c1	-4	0.15	-1.0	-6	-0.3	10	0.69	-0.4	-18
CC(C)NC(=O)COC(=O)c1ccc(O)cc1	-11	-0.46	-1.4	-2	-0.1	3	0.69	-3.4	-30
CCN1CCCC1CNC(=O)c1ccc(CS(=O)(=O)c2ccccc2C)o1 (configuration not stated)	8	-0.48	-0.8	3	0.4	5	1.4	-2.4	18
Cc1cc(C(N)=O)c2cc(Br)ccc2n1	12	0.059	0.5	8	-1.6	7	-1	-3.6	-17
COc1ccc(N(CC(=O)NCc2cccs2)S(=O)(=O)c2c(C)n[nH]c2C)cc1	-8	-0.071	0.2	0	0.6	-12	-0.47	-4.4	-22
CC(=O)NC1CC2CCC(C1)N2Cc1ccc(C)cc1 (configuration not stated)	1	-0.67	-0.4	1	-1.5	-12	-0.48	-4.0	-1
Cc1ccc(S(=O)(=O)NCC(C)NS(=O)(=O)c2ccc(C)cc2)cc1 (configuration not stated)	0	0	-0.4	1	0.1	-9	-1	-1.2	-15
CCOC(=O)C1CCN(C(=O)Cc2ccc(OC)c(OC)c2)CC1	-14	-0.12	-0.6	6	0.0	-3	-0.47	-2.6	16
COC(=O)c1ccc(NC(=O)COc2ccccc2OC)cc1	-3	0.071	-0.4	-1	0.3	-3	-0.038	-1.7	-32
CC(C)C(c1nnnn1C1CCCCC1)N1CCN(c2ncccn2)CC1 (configuration not stated)	2	0.064	-0.6	-4	0.4	-4	4.4*	-0.6	8
Cc1nc2ccc(NC(=O)N3CCSCC3)cc2s1	-3	0.57	-0.2	-5	0.3	-9	0.3	-1.7	-6
Cc1cc(C)n(-c2nc(NCCCO)c3c4c(sc3n2)CCCC4)n1	11	-1.1	41*	14	0.7	-18	0.73	9.9	-84
Cc1ccc2cc(C(c3nnnn3C3CCCC3)N3CCN(c4ccccc4)CC3)c(=O)[nH]c2c1 (configuration not stated)	9	-1.4	-1.0	4	-0.3	12	0.38	-3.4	-3
